# Assay outcomes deposited in PubChem BioAssay by National Center for Advancing Translational Sciences (NCATS).
# PI5P4Ka inh = qHTS for Inhibitors of phosphatidylinositol 5-phosphate 4-kinase (PI5P4K). Phosphatidylinositol 5-phosphate 4-kinase type-2 alpha (Homo sapiens), P48426. PI5P4Kalpha enzyme, ADP-Glo luminescence, 60 min; active compounds read low. max response, %. 330,000 compounds, 1.2% hits; active = max response of -50% or lower; inconclusive = between -30% and -50%; inactive = -30% or higher; note: value at the top dose of about 77 µM; % is set by controls: 0 for no effect and ±100 for the full control effect
# Target sequence (P48426 whole entry, looked up): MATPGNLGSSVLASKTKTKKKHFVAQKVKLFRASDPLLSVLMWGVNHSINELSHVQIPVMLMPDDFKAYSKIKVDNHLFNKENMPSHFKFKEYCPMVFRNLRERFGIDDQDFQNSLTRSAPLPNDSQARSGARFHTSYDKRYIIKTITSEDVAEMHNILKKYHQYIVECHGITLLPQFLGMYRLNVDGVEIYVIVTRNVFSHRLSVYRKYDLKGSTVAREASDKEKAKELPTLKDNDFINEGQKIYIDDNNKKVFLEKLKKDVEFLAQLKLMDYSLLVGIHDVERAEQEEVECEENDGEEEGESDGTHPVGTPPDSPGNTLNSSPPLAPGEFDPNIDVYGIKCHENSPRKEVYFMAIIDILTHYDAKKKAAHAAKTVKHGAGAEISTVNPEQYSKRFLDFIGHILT
#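 ADP-Glo luminescence end-point after a 60 min room-temperature kinase reaction. PI5P4Kalpha and substrate in HEPES pH 7.4 buffer with EGTA, 0.1% CHAPS and 5% DMSO; ATP at 5 microM final.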
# FUS yeast rescue = qHTS for Suppressors of FUS Proteinopathy: Primary screen using FUS-linked yeast assay. 390,000 compounds, 0.24% hits. AID 1347120, 2019. Potency, µM (series often up to 76.6 µM), for inactives: top-dose growth rescue (activation), most hits filed as activators. S. cerevisiae FUS-expressing, growth rescue, OD600, 24 h;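 note: potency is the fitted concentration of half-maximal effect; plate controls were DMSO vehicle for no effect and reference control for full effect; nearly all actives have a fitted effect of over 55% in size; some results filed as inactive show a strong effect at the top dose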
#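 Yeast expressing FUS under galactose induction, OD 0.005 in 2% galactose medium; compounds in a dilution series, 24 h at 30C. Growth rescue by absorbance at 600 nm; CP55940 positive control, DMSO negative.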
# EPAC1 antagonist = qHTS for Antagonist of cAMP-regulated guanine nucleotide exchange factor 3 (EPAC1): primary screen. Rap guanine nucleotide exchange factor 3 (Homo sapiens), O95398. EPAC1 GEF assay, Rap1b-BODIPY-GDP exchange fluorescence. Potency, µM (series often up to 115 µM), inactives show at the highest dose activity change, negative = inhibition, usual class: inhibitors. 360,000 compounds, 0.14% hits;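 note: potency is the fitted concentration of half-maximal effect; plate controls were vehicle for no effect and positive control for full effect; nearly all actives have a fitted effect of over 50% in size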
# EPAC1 agonist = qHTS for Agonist of cAMP-regulated guanine nucleotide exchange factor 3 (EPAC1): primary screen; Rap guanine nucleotide exchange factor 3 (Homo sapiens), O95398; 360,000 compounds, 0.073% hits; AID 720707, 2013; EPAC1 agonist qHTS, biochemical assay; response scale: 100% = response to 6.5 mM cAMP; Potency, µM (highest dose often 154 µM), without a hit: at the highest dose activation, usual class: activators; note: potency is the fitted concentration of half-maximal effect; nearly all actives have a fitted effect of over 60% in size
#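 Fluorescent GDP-exchange assay: 100 nM EPAC1 with 250 nM Rap1B preloaded with BODIPY-GDP and 50 uM GDP; compounds tested as concentration series, 5 min at room temperature, then read every 5 min for 30 min (ex 480/em 540 nm); normalized to 6.5 mM cAMP.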
# IL-2 act = qHTS of IL-2 Activators. activation, % (series mostly up to about 46 µM). IL-2 activation reporter assay, cell-based qHTS; stimulated with anti-CD3/CD4/CD28 beads; in transgenic mouse T cells. AID 652025, 2013. 360,000 compounds, 0.065% hits; in the data active = activation above about 50%; inconclusive = mostly about 30% to 49%; note: 0% is about no effect
#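 Quantitative HTS in unstimulated transgenic mouse T cells, with memory T cells as non-tolerant control and PMA/ionomycin as tolerance-bypass control. Compound pretreatment lasted 60 minutes before 18 h bead stimulation; EGFP/DsRed fluorescence read.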
# PLK1 PBD inh = qHTS for Inhibitors of PLK1-PDB (polo-like kinase 1 - polo-box domain): Primary Screen. Serine/threonine-protein kinase PLK1 (Homo sapiens), P53350. Plk1 PBD binding of FITC phosphopeptide, fluorescence polarization. Potency, µM, for inactives: max response, negative = inhibition, most hits filed as inhibitors. 360,000 compounds, 2.8% hits. AID 720504, 2013; note: potency is the fitted concentration of half-maximal effect; series mostly up to about 57 µM; % is set by controls: 0 for no effect and ±100 for the full control effect; nearly all actives have a fitted effect of over 65% in size
# Target sequence (P53350 whole entry, looked up, the tested form may be a part): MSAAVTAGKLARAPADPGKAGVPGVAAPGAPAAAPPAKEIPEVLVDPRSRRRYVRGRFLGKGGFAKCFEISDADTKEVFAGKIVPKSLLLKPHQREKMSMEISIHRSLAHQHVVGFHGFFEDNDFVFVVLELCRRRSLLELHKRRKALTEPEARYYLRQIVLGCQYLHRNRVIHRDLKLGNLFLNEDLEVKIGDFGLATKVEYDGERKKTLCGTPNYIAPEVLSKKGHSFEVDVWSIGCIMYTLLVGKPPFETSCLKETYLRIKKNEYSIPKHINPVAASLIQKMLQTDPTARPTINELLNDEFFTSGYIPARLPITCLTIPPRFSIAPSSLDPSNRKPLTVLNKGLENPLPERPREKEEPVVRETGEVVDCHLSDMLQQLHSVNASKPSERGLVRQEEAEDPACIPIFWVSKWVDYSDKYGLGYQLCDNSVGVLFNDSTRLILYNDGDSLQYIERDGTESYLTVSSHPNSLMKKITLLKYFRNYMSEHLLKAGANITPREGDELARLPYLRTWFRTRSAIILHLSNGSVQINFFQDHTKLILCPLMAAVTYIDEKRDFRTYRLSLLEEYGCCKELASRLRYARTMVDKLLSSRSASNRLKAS
# Abeta yeast res = qHTS for compounds that reverse cellular toxicity of Amyloid beta (A-beta) peptide in yeast: Primary Screen; yeast expressing A-beta42, growth rescue, OD600, 48 h; response scale: 0% DMSO, 100% iron-clioquinol control; Potency, µM (series often up to 46.1 µM), inactives show at the highest dose growth rescue, most hits filed as activators; 410,000 compounds, 0.063% hits; note: potency is the fitted concentration of half-maximal effect; nearly all actives have a fitted effect of over 55% in size
#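 Growth rescue measured by 600 nm absorbance after 48 h yeast culture at 30 C with compound. Values normalized between DMSO and an equimolar ferric chloride plus clioquinol control.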
# WRN helicase inh = qHTS for Inhibitors of WRN Helicase. Bifunctional 3'-5' exonuclease/ATP-dependent helicase WRN (Homo sapiens), Q14191. WRN helicase unwinding, fluorescent forked duplex, kinetic. Potency, µM (top dose mostly 114 µM), for inactives: at the top dose activity change, negative = inhibition, most hits filed as inhibitors. 360,000 compounds, 0.46% hits. AID 651768, 2012; note: potency is the fitted concentration of half-maximal effect; % is set by controls: 0 for no effect and ±100 for the full control effect; nearly all actives have a fitted effect of over 55% in size
#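 Enzyme (20 nM final) and test compound sit together 15 min at room temperature before substrate addition. Substrate is a single-forked duplex oligonucleotide (100 nM) labelled with fluorophore and quencher, with 2 mM ATP; helicase unwinding raises red fluorescence, read kinetically.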
# * = called active by the depositor; ? = inconclusive; / = no result given; [ ] = another dose, or the depositor's remark. Unless noted, calls come from the whole dose curve; as a rule, active = well fitted curve in the direction sought with a large enough effect; inconclusive = small, poorly fitted or top-dose-only effect, or another doubt; inactive = no such curve, though single readings can be large; an effect the other way counts as inactive or inconclusive.
SMILES,PI5P4Ka inh,FUS yeast rescue,EPAC1 antagonist,EPAC1 agonist,IL-2 act,PLK1 PBD inh,Abeta yeast res,WRN helicase inh
CC1CC1C(=O)OCC(=O)Nc1cc(S(=O)(=O)N2CCCCC2)ccc1Cl (stereo not drawn),1,/,8%,14%,-2.9,6%,17%,0%
C/C(=N\Nc1ccc(Cl)c(Cl)c1)c1ccc(-n2ccnc2)cc1,3,/,-6%,2%,-1.1,-3%,-57%[inhibitor],-3%
COc1ccc(OC)c(-c2csc(NC(=O)CSCC(=O)Nc3cc(C)on3)n2)c1,-4,-10%,-22%,-6%,-0.3,-3%,-32%,-5%
O=C(NCCOC(=O)Nc1cccc2ccccc12)OCc1ccccc1,15,/,8%,4%,-2.7,3%,5%,-6%
CCOc1ccc(-n2cc(C(=O)c3cc(Cl)ccc3O)cc(C#N)c2=O)cc1,-15,37%,10%,9%,1.4,-7%,-7%,-12%
Cc1ccc(C(=O)CCC(=O)NC2=NCCS2)cc1,-4,1%,-11%,-5%,1.6,0%,-8%,-3%
Nc1nc(NCCc2ccccc2)nc(NCCO)c1[N+](=O)[O-],?,5%,-13%,-1%,0.4,-8%,-2%,12%
CCN1CCN(C(CNS(=O)(=O)c2ccc(Cl)cc2)c2cccnc2)CC1 (stereo not drawn),-1,/,12%,-13%,-1.1,3%,1%,-3%
COC(=O)CN(c1cccc(C(C)=O)c1)S(C)(=O)=O,/,1%,11%,3%,-0.6,-7%,2%,2%
Cc1ccc2nc(NC(=O)c3ccc(N4C(=O)CCC4=O)cc3)sc2c1,-54*,14%,-3%,1%,0.8,-23%,-1%,-4%

# Already shown: 4 of the compounds above.
SMILES,PI5P4Ka inh,FUS yeast rescue,EPAC1 antagonist,EPAC1 agonist,IL-2 act,PLK1 PBD inh,Abeta yeast res,WRN helicase inh
Nc1nc(NCCc2ccccc2)nc(NCCO)c1[N+](=O)[O-],?,5%,-13%,-1%,0.4,-8%,-2%,12%
CCN1CCN(C(CNS(=O)(=O)c2ccc(Cl)cc2)c2cccnc2)CC1 (stereo not drawn),-1,/,12%,-13%,-1.1,3%,1%,-3%
COC(=O)CN(c1cccc(C(C)=O)c1)S(C)(=O)=O,/,1%,11%,3%,-0.6,-7%,2%,2%
Cc1ccc2nc(NC(=O)c3ccc(N4C(=O)CCC4=O)cc3)sc2c1,-54*,14%,-3%,1%,0.8,-23%,-1%,-4%

# Remaining list, next part.
SMILES,PI5P4Ka inh,FUS yeast rescue,EPAC1 antagonist,EPAC1 agonist,IL-2 act,PLK1 PBD inh,Abeta yeast res,WRN helicase inh
COc1cccc(CNC(=O)c2cc3ccccn3n2)c1,-6,-1%,8%,-1%,3.9,1%,8%,4%
CC(=O)c1c(C(C)=O)c(C)n(NC(=O)c2ccccc2Cl)c1C,/,3%,10%,5%,-2.4,-6%,-8%,-5%
Cc1ccsc1C(=O)NCCc1c[nH]c2ccccc12,0,-7%,-16%,9%,-0.7,-5%,7%,3%
O=C(COC(=O)CCCOc1ccccc1)NNC(=O)c1ccc([N+](=O)[O-])cc1,-6,14%,4%,-14%,-3.1,-5%,2%,?
O=C(NCc1ccccc1Cl)C(=O)NCC1OCCN1S(=O)(=O)c1cccs1 (stereo not drawn),1,11%,14%,2%,0.3,-5%,-1%,-6%
CCOC(=O)C1=C(C)NC(=S)NC1c1ccc(-c2cccc(Cl)c2C)o1 (stereo not drawn),-4,3%,0%,4%,-0.4,?,16%,-22%
O=c1ccnc(Nc2ccc3c(c2)OCCO3)[nH]1,0,13%,13%,-3%,-0.5,-9%,-8%,0%
CC(C)(C)N(CC#CCC1(O)c2ccccc2-c2ccccc21)CCO,-3,6%,-15%,-1%,0.4,-1%,-7%,3%
COc1ccccc1NC(=O)c1cc([N+](=O)[O-])ccc1NCCN1C(=O)CCC1=O,-19,-1%,1%,-6%,1.9,?,-3%,-5%
CCOC(=O)C1CCc2sc(N)c(C#N)c21 (stereo not drawn),/,11%,14%,9%,-0.3,-18%,19%,-6%
CCCCc1c(O)nc(SCC(=O)Nc2ccc3c(c2)CCC3)[nH]c1=O,-18,0%,-1%,0%,0.7,-16%,-5%,-13%
CCc1ccc([C@@H]2C[C@H]3[C@@H](CN2S(=O)(=O)c2ccc(C)cc2)C(=O)C[C@@H](c2ccc(Cl)cc2)N3S(=O)(=O)c2ccccc2C)cc1,6,15%,7%,3%,-2.9,-5%,6%,0%
CSc1nsc(NC(=O)CCNC(=O)c2ccc([N+](=O)[O-])cc2)n1,-16,-41%,3%,-8%,-5.2,24µM*,1%,10%
CC(=O)O[C@H]1CC[C@H]2[C@@H]3CCc4cc(O)ccc4[C@H]3CC[C@]12C,-2,-10%,1%,-15%,-0.3,-8%,-1%,0%
O=C1[C@H]2[C@@H](C3CC3)N3C(=O)CN(Cc4ccccn4)C(=O)[C@@]3(Cc3ccccc3)[C@H]2C(=O)N1c1ccccc1,3,-1%,9%,-5%,-3.1,-3%,2%,?
Cc1csc(Nc2ccccc2)n1,-14,29%,-17%,0%,2.2,30µM*,-15%,-4%
CCCC1=C(C(=O)OCC)C(c2ccco2)n2ncnc2N1 (stereo not drawn),0,-1%,-8%,-3%,0.3,-7%,-2%,-3%
O=C1CC(NCc2ccccc2F)C(=O)N1c1ccccc1 (stereo not drawn),/,15%,1%,10%,-0.3,-2%,4%,-6%
COc1cccc(CNC(=O)c2ccccc2NC(=O)C2=C(C)OCCS2)c1,-4,22%,-8%,-7%,-3.9,-11%,-19%,-16%
CC(=O)Nc1ccc(NC(=O)C(C)OC(=O)CCCN=C2NS(=O)(=O)c3ccccc32)cc1 (stereo not drawn),5,16%,7%,1%,-3.0,-5%,12%,3%
COc1ccc(Cl)c(Cn2c(NCc3ccccn3)nc3c2c(=O)n(C)c(=O)n3C)c1,-3,-10%,5%,-10%,-1.1,-9%,16%,-27%[57.1 µM]
CN(C(=O)CSc1nnc(-c2ccc(C(C)(C)C)cc2)n1C)C1CCS(=O)(=O)C1 (stereo not drawn),-10,-8%,9%,7%,1.1,-6%,-8%,1%
C=CCOc1ccc(/C=C/C(=O)OCC(=O)NC2CCCCCC2)cc1,12,7%,-19%,4%,-1.6,-16%,-15%,9%
COC1CC(C)NC(=S)N1 (stereo not drawn),-4,11%,-10%,-3%,-2.0,5%,-13%,3%
COC(=O)/C=C1\SC(=Nc2ccc(OC)cc2)NC1=O,-7,-38%,-5%,5%,1.1,2%,6%,-6%
Cc1nc(C(=O)N2CCCC(N3CCN(c4ccc(F)cc4)CC3)C2)cs1 (stereo not drawn),3,5%,13%,-9%,0.4,7%,-7%,7%
Cc1ccc(-n2ncc3c2CCCC3NC(=O)CCCN2CCCC2=O)cc1C (stereo not drawn),-5,8%,6%,-2%,-0.4,-4%,25%,-22%
CCC1SC2=NC(C)=C(C(=O)OCCOC)C(/C=C/c3ccccc3OC)N2C1=O (stereo not drawn),3,13%,0%,11%,-2.0,-2%,20%,-8%
CCN(C(C)=O)c1cccc2ccccc12,6,-7%,2%,3%,0.3,0%,4%,-1%
CCOC(=O)c1ccc(NS(=O)(=O)N2CCCCCC2)cc1,11,-30%,-21%,-1%,-3.1,0%,10%[9.22 µM],-17%

# Some of these compounds in order of their number in FUS yeast rescue, low to high.
SMILES,PI5P4Ka inh,FUS yeast rescue,EPAC1 antagonist,PLK1 PBD inh,WRN helicase inh
COC(=O)/C=C1\SC(=Nc2ccc(OC)cc2)NC1=O,-7,-38%,-5%,2%,-6%
CCN(C(C)=O)c1cccc2ccccc12,6,-7%,2%,0%,-1%
Cc1nc(C(=O)N2CCCC(N3CCN(c4ccc(F)cc4)CC3)C2)cs1 (stereo not drawn),3,5%,13%,7%,7%

# Back to the main list, repeating the 2 entries before the break.
SMILES,PI5P4Ka inh,FUS yeast rescue,EPAC1 antagonist,EPAC1 agonist,IL-2 act,PLK1 PBD inh,Abeta yeast res,WRN helicase inh
CCN(C(C)=O)c1cccc2ccccc12,6,-7%,2%,3%,0.3,0%,4%,-1%
CCOC(=O)c1ccc(NS(=O)(=O)N2CCCCCC2)cc1,11,-30%,-21%,-1%,-3.1,0%,10%[9.22 µM],-17%
C(=N\Nc1nn[nH]n1)/c1ccccc1,/,-3%,18%,2%,-1.4,-7%,10%,-2%
O=C(N/N=C/c1ccccn1)c1cccc(S(=O)(=O)N2CCCC2)c1,0,-19%,0%,2%,-0.6,-8%,11%,-9%
Nc1c(C(=O)c2ccccc2)oc2ccccc12,17,16%,-16%,-3%,-2.0,-4%,3%,1%[57.1 µM]
O=c1ccc2cc(S(=O)(=O)N3CCN(c4ccccc4F)CC3)ccc2o1,4,-1%,-5%,7%,0.0,-12%,-7%,0%
COc1ccc(CN(C(=O)CO/N=C/c2ccccc2)c2ccccc2C(=O)O)cc1,4,17%,15%,-6%,-0.3,-4%,-5%,8%
C(=C\n1nnc2ccccc21)/c1ccccn1,-4,-20%,7%,-1%,-0.8,-10%,-6%,9%
CCOc1ccc(CC2CCC(=O)NC2=O)cc1 (stereo not drawn),-2,-33%,10%,-6%,-0.6,-16%,-16%,7%
CCOC(=O)c1ccc2c(c1)nc(SCC(=O)N1CCOCC1)n2CC,-3,0%,-2%,7%,-2.6,0%,11%,1%
Cc1nc2ccc(C(=O)N3CCN(Cc4ccccc4)CC3)cc2[nH]1,0,-8%,-7%,10%,-1.5,-5%,-11%,-20%
